# Screening results (PubChem BioAssay)
# Mtb BioA inh: M. tuberculosis BioA enzyme inhibitors, primary screen, biochemical, plate reader, single point, HTS; 7,8-diaminopelargonic acid synthase BioA (Mycobacterium tuberculosis); purified M. tuberculosis BioA enzyme; inhibition, % at 9.99 µM; hit rate 0.096% among 360,000; AID 602481, 2012; in the data active = inhibition above about 40%
# DUSP3 inh: VHR1 phosphatase inhibitors, primary screen, biochemical, absorbance, uHTS; recombinant VHR phosphatase, pNPP absorbance; hit rate 0.52% among 290,000; inhibition, % at 13.3 µM; Dual specificity protein phosphatase 3 (Homo sapiens), P51452; in the data active = inhibition above about 50%; also: some compounds called inactive have numbers as strong as hits
# Target sequence (P51452 whole entry, looked up): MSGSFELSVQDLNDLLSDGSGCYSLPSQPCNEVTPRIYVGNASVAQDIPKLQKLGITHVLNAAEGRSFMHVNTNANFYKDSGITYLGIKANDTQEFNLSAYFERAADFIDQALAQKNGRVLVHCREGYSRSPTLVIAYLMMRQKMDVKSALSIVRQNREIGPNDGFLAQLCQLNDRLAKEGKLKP
# SARS 3CLpro inh: SARS-CoV 3CLpro protease inhibitors, primary screen, biochemical, quenched FRET; inhibition, % at 6 µM; hit rate 0.14% among 290,000; recombinant SARS-CoV 3CLpro, quenched FRET peptide cleavage; in the data active = inhibition above about 12%
# Rv3671c inh: Rv3671c serine protease inhibitors, primary screen, biochemical, fluorescence polarization, M. tuberculosis H37Rv | inhibition, % at 5.96 µM | hit rate 0.048% among 320,000 | P9WHR9; in the data active = inhibition above about 38%;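 also: extracellular domain of Rv3671c used as enzyme; 0% = enzyme with DMSO and 100% = no enzyme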
# Mtb UGM inh: M. tuberculosis UGM enzyme inhibitors, primary screen, biochemical, fluorescence polarization, single point | hit rate 0.06% among 320,000 | UDP-galactopyranose mutase (Mycobacterium tuberculosis (strain ATCC 25618 / H37Rv)), … | AID 504406, 2011 | inhibition, % at 10 µM | purified UGM, fluorescence polarization probe displacement; in the data active = inhibition above about 10%, passing the limit was not always enough
# Target sequence (P9WIQ1 whole entry, looked up): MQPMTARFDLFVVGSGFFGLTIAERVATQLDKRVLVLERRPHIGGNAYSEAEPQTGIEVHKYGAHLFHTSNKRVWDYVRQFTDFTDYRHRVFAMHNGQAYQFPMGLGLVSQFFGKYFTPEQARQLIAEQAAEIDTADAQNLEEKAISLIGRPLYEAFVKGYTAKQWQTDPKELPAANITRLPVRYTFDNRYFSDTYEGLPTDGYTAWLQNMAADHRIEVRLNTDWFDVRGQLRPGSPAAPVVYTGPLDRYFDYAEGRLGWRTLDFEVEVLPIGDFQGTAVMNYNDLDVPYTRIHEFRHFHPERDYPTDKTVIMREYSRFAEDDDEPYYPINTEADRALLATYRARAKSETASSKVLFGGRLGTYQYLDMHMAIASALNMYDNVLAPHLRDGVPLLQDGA
# PriA SSB inh: inhibitors of Klebsiella pneumoniae PriA binding to SSB C-terminal tail, primary screen, biochemical, AlphaScreen. AID 1272365, 2023. inhibition, % at 33 µM. hit rate 0.6% among 430,000. AlphaScreen SSBct-PriA binding, biotinylated peptide. PriA–SSB C-terminal tail interaction (Klebsiella pneumoniae); in the data active = inhibition mostly above about 37%, no sharp cut-off; inactive = mostly below about 20%;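 also: plate controls were negative control peptide for no effect and reference peptide for full effect; strong numbers were not always called active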
# BH1578 lux ind: inducers of Vibrio cholerae quorum light production without autoinducers, primary screen, BH1578 luxS cqsA deficient, single point. V. cholerae BH1578 lux reporter, luminescence, 6 h. activation, % at 18.7 µM. hit rate 0.16% among 350,000. AID 588436, 2011; in the data active = activation mostly above about 9.7%, no sharp cut-off; also: not every result past the cut was called active; inactives centre near 0; reference of the scale not given here
# Mtb FBA inh: Mtb FBA enzyme inhibitors, primary screen, biochemical, fluorescence, strain H37Rv. Fructose-bisphosphate aldolase (Mycobacterium tuberculosis (strain ATCC 25618 / H37Rv)), …. purified M. tuberculosis FBA, fluorescence read-out. inhibition, % at 1 µM. hit rate 2.3% among 360,000. AID 588726, 2011; in the data active = inhibition above about 27%;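 also: 0% = vehicle and 100% = reference inhibitor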
# Target sequence (P9WQA3 whole entry, looked up): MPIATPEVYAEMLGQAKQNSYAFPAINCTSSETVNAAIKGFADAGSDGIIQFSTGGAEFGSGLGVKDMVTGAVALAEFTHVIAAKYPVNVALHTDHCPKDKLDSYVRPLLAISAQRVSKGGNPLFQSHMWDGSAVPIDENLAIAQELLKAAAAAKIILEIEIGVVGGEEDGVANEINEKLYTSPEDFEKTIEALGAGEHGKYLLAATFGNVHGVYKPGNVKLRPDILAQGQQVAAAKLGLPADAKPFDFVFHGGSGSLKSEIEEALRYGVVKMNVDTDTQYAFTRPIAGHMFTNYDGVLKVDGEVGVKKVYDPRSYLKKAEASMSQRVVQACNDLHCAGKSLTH
# GDH-TPI counter: GDH-TPI coupling enzyme inhibitors, primary screen, artefact control for M. tuberculosis FBA inhibitor project, biochemical, absorbance, full deck. AID 588335, 2011. inhibition, % at 4.8 µM. GDH-TPI coupled enzyme counterscreen, NADH absorbance. hit rate 1.2% among 360,000; in the data active = inhibition above about 30%;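 also: 0% = DMSO wells and 100% = wells lacking the enzyme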
# MazF activator: activators of E. coli MazEF toxin-antitoxin RNase, primary screen, biochemical, fluorescence, uHTS; FAM/BHQ RNA-DNA oligo cleavage fluorescence, 5 h; activation, % at 20 µM; hit rate 0.32% among 350,000; AID 504720, 2011; in the data active = activation above about 50%
# Target sequence (P0AE70 whole entry, looked up): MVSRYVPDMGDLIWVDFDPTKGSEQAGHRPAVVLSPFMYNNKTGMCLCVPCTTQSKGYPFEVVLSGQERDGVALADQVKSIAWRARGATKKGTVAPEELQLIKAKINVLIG
# * marks the source's active call; other numbers are inactive results; i = inactive; / = not tested or not shown; & = joins results of further samples. This is a subset (hit frequency here may not be typical).
no.	SMILES	Mtb BioA inh	DUSP3 inh	SARS 3CLpro inh	Rv3671c inh	Mtb UGM inh	PriA SSB inh	BH1578 lux ind	Mtb FBA inh	GDH-TPI counter	MazF activator
1	O=C(CN1C(=O)C2C3C=CC(C4CC34)C2C1=O)Nc1cccc2ncccc12 (centres undefined)	/	53*	7	-9	-1.2	-4	-0.8	-3	0	0
2	COc1ccc(/C=N/n2c(C)nnc2C)c(OC)c1OC	-0.9	-5	2	2	-6.8	/	/	-1	11	2
3	C[C@H](CO)N1C[C@H](C)[C@@H](CN(C)S(=O)(=O)c2cccs2)Oc2ccc(NC(=O)Cc3ccccc3)cc2C1=O	-0.9&-0.4	/	/	3	2.4	-12	i	-1	-1	-3
4	CCC(=O)c1ccc(OCC(=O)N(C)CC(=O)Nc2cccc(F)c2)cc1	-3.2	8	2	4	-2.0	-5	-0.3	0	7	-8
5	CCN1CCN(C(=O)CN(c2cc(OC)ccc2OC)S(C)(=O)=O)CC1	-1.7	8	-1	-6	0.3	-26	-6.7	3	-2	9
6	CC(=O)Nc1cc(NC(C)=O)cc(C(=O)NCC2(N3CCOCC3)CCCCC2)c1	0.1	/	/	/	/	-8	i	3	-7	5
7	COc1ccc(C2CC(c3ccc(OC)cc3)n3nc(NS(C)(=O)=O)nc3N2)cc1 (centres undefined)	-1.9	-3	1	0	-0.4	-7	-0.3	5	18	-8
8	C/C(=N/NC(=O)CNC(=O)c1cccnc1)c1cccc([N+](=O)[O-])c1	/	-1	0	-4	-1.5	/	-0.5	5	10	14
9	COc1cc(C(=O)C(=O)c2ccc(OC)c(OC)c2)ccc1O	/	/	/	/	/	-11	/	-6	32*	8
10	CCOc1ccc2ccccc2c1C1NC(=O)N(C)C(C)=C1C(=O)OCCOC (centres undefined)	4.6	17	-1	0	4.0	-15	-3.1	4	10	11
11	NC(=O)c1cnc(Cc2c[nH]c3ccccc23)c(I)c1	1.9	/	/	/	/	/	-0.7	1	15	/
12	CCN(CC(=O)Nc1c(F)cccc1F)C(=O)c1ccc(COc2ccccc2)cc1	-0.5	/	/	-2	-1.4	-12	-7.9	1	-11	1

# Only Mtb BioA inh, Mtb FBA inh and PriA SSB inh (two entries from above):
No.	mol	Mtb BioA inh	Mtb FBA inh	PriA SSB inh
8	C/C(=N/NC(=O)CNC(=O)c1cccnc1)c1cccc([N+](=O)[O-])c1	/	5	/
9	COc1cc(C(=O)C(=O)c2ccc(OC)c(OC)c2)ccc1O	/	-6	-11

# (next part)
no.	SMILES	Mtb BioA inh	DUSP3 inh	SARS 3CLpro inh	Rv3671c inh	Mtb UGM inh	PriA SSB inh	BH1578 lux ind	Mtb FBA inh	GDH-TPI counter	MazF activator
13	OCC[C@@H]1C[C@H](O)[C@@H](O)[C@@]2(OCc3ccccc32)O1	-0.9	21	4	-10	-0.9	5	0.6	2	0	2
14	CCc1ccc(OCC(=O)NNC(=O)Cc2cccs2)cc1	/	3	-1	-10	1.8	20	-0.1	-5	-1	0
15	O=C(O)c1cccc(NC(=O)c2cn(-c3ccccc3)nc2-c2cc3ccccc3o2)c1	-1.2	10	-3	-82	/	0	-0.2	-3	16	-1
16	CC(=O)c1c(C)[nH]c(C(=O)OCc2csc(CC(=O)Nc3ccccc3C)n2)c1C	0.7	/	/	-13	-2.3	0	0.8	-3	-1	0
17	CCO/N=C(/c1nonc1N)N1CCN(c2ccc([N+](=O)[O-])cc2)CC1	0.8	27	0	3	-6.3	/	i	-5	8	20
18	Clc1ccc(CO/N=C/c2c(-c3ccccc3)nc3n2CCS3)c(Cl)c1	-0.2	29	5	-1	-1.0	/	-0.7	-1	7	-16
19	COc1ccccc1-c1sc2ccccc2c1-c1ccc(OCCN2CCCCC2)cc1	-1.1	/	/	/	/	21	-0.6	1	1	5
20	Cn1c(=O)c2c(ncn2Cc2ccc(Cl)c(Cl)c2)n(C)c1=O	-0.2	6	-5	4	0.9	-15	i	-4	-8	-17
21	COC(=O)Cc1ccc(NC(=S)NCc2ccccc2Cl)cc1	6.0	-9	0	-4	3.8	-7	-0.2	2	5	-15
22	Cc1cccc(NC(=O)CCC2CCN(Cc3nccs3)CC2)c1	-1.0	-3	3	-3	1.4	-13	-0.3	0	-2	0
23	CCc1nc(Nc2ccc(F)cc2)c2oc3ccccc3c2n1	1.6	-7	2	-14	0.7	-16	-0.5	1	10	-5
24	Cc1ccc(S(=O)(=O)N2CCCOC2CNC(=O)C(=O)NC2CCCC2)cc1 (centres undefined)	-1.1	22	2	4	-1.9	1	i	-1	5	3
25	COCCN1Cc2cccc(C(=O)Nc3c(C)cccc3C)c2C1=O	2.8	-8	-6	8	1.4	-15	i	3	0	5
26	CCC(=O)OCC(=O)[C@@]1(OC(=O)CC)[C@@H](C)C[C@H]2[C@@H]3CCC4=CC(=O)C=C[C@]4(C)[C@@]3(Cl)[C@@H](O)C[C@@]21C	11	/	/	-5	1.1	0	-2.8	4	-5	9
27	Cc1ccc(NC(=O)CCC(=O)NNC(=O)c2ccco2)cc1C	-1.5	27	-4	5	-1.6	-8	1.0	-1	10	4
28	Cc1cccc(NCC(=O)N/N=C\c2c[nH]c3ccccc23)c1	/	34	5	-1	0.4	/	0.5	0	6	1
29	COc1ccc(S(=O)(=O)Oc2cccc(/C=N/N=C3/NC(=O)C(CC(=O)O)S3)c2)cc1 (centres undefined)	/	7	6	11	3.4	/	i	0	11	4
30	C=C1c2cc(C)ccc2NC(=O)N1c1ccccc1	/	-8	4	-6	0.9	0	i	5	1	8
31	CC1CN(C(=O)CCCN2C(=O)c3ccccc3C2=O)CC(C)O1 (centres undefined)	-1.7	8	8	/	-1.6	-11	-0.7	0	5	-16
32	Cc1cc(C)cc(-n2c(C)c3c(C)nnc(C)c3c2C)c1	/	9	-6	-3	-3.2	15	-2.7	7	-1	19
33	Cc1nc(NC(=O)C23CC4CC(CC(C4)C2)C3)sc1Cc1ccc2c(c1)OCO2	18	26	-3	-19	-0.7	-2	-0.2	2	8	-4
34	COc1ccc(/C=C/C(=O)NC(=S)NNC(=O)c2cccnc2)cc1	/	2	5	16	3.0	-7	1.9	5	30	-1
35	Oc1cccc(Oc2ncc(C(F)(F)F)cc2Cl)c1	/	21	2	6	3.2	-2	-0.2	-3	-5	-4
36	COc1ccccc1C(=O)NNC(=O)c1ccncc1	/	0	-1	2	-2.7	-16	-0.9	-1	5	10

# Looked up above.
# For GDH-TPI counter, cpd 34 has 30
# For Mtb UGM inh, cpd 29 has 3.4

# Following part:
no.	SMILES	Mtb BioA inh	DUSP3 inh	SARS 3CLpro inh	Rv3671c inh	Mtb UGM inh	PriA SSB inh	BH1578 lux ind	Mtb FBA inh	GDH-TPI counter	MazF activator
37	Cc1ccccc1-c1nc(C#N)c(N2CCCCC2)o1	-0.3	30	0	7	-2.5	59*	0.3	70*	-5	13
38	COC(=O)C1=C(c2ccccc2OCc2ccccc2)C[C@@H]2CC[C@H]1N2C(=O)NCc1ccc(C(C)(C)C)cc1	-0.9	/	/	-18	-0.6	-6	i	-1	6	-1
39	CCC12CN3CC(CC)(CN(C1)C3c1c(O)ccc3ccccc13)C2=O (centres undefined)	-0.2	10	3	/	/	-1	0.9	7	-1	-2
40	O=C(c1ccc([N+](=O)[O-])cc1)N1CCSC1c1cccc(Cl)c1 (centres undefined)	/	44	5	-13	0.4	29	-0.2	5	7	-31
41	O=S(=O)(NCc1ccco1)N1CCOCC1	-4.7	7	-1	0	2.6	-16	0.5	4	6	5
42	Cc1cc(C(=O)Nc2c(F)cc(F)cc2Br)no1	/	6	-1	2	1.1	-10	i	2	-9	6
43	S=c1nc(-c2ccccc2)n(CCCn2ccnc2)c2c1CCCC2	3.0	15	2	1	2.6	-14&-4	-0.2	1	41*	12
44	O=C(CN1C(=O)NC2(CCCCCCC2)C1=O)NCc1ccccc1	3.2	/	/	2	-0.7	4	i	2	1	-5
45	CC(C)C[C@H]1CN([C@@H](Cc2ccc(O)cc2)CN2CCC[C@@H]2CN2C(=O)C(=O)NC[C@@H]2Cc2ccccc2)C(=O)C(=O)N1CC1CCCCCC1	1.2	/	/	/	/	-13	i	-1	-1	1
46	COC(=O)NNS(=O)(=O)c1ccc(C)cc1	/	36	-4	2	2.3	-3	-0.3	2	6	0
47	CCOC(=O)N1CCN(CCC(=O)Nc2cccc(C)c2)CC1	-3.4	-1	2	-4	0.7	3	i	2	7	-23
48	CCOC(=O)c1c(C)[nH]c(C(=O)NNC(=O)c2ccccc2F)c1C	/	/	/	-6	-1.4	-15	i	2	3	2
49	Cc1c(C)n(Cc2ccccc2)c2ncnc(NCCO)c12	5.8	20	2	-6	-2.4	6	i	-1	10	-2
50	Cc1ccc2c(O)c(Cc3ccccc3)c(=O)[nH]c2n1	-0.6	/	/	/	/	-4	-0.9	-1	13	7
51	O=C(O)c1ccc2noc(-c3ccccc3)c2c1	-0.7	4	-8	-11	0.0	2&-3	-0.9	8	26	-6
52	Cc1ccc(CSc2ncnc3c2cnn3-c2ccccc2)cc1	/	-2	2	1	-0.9	-4	0.3	1	2	2
53	Cc1ccc(C)c(NC(=O)CSc2ccc(-c3cccs3)nn2)c1	-0.7	8	-3	-11	-3.0	2	-1.4	-4	14	-11
54	O=C(CCN1CCN(c2ccccc2)CC1)NNC(=O)Cc1c(F)cccc1Cl	0.2	/	/	/	/	-3	-0.7	-1	4	4
55	CC1C(=O)N2CCCc3cc(NC(=O)C(=O)NCCc4c[nH]c5ccccc45)cc1c32 (centres undefined)	-1.4	/	/	5	1.3	2&-2	-1.8	-1	13	0
56	Cc1ccc(NC(=O)Cn2nnc(C(=O)NCc3cccs3)c2N)cc1Cl	0.1	-2	2	-31	0.1	-4	-0.5	-1	15	-19
57	COc1ccccc1NC(=O)CSc1nnc(Cn2cnc3ccccc32)n1C	0.4	18	0	0	3.0	-9	i	3	6	5
58	C[C@]12c3[nH]c4ccccc4c3CCN1C(=O)C(CC(=O)NCc1cccc(C(F)(F)F)c1)C[C@@H]2C(=O)N1CCOCC1 (some centres undefined)	-1.3	/	/	2	-0.3	2	-0.2	1	5	-2
59	COc1ccc(OC)c(C2C(C(N)=O)=C(C)Nc3nc(CCCO)nn32)c1 (centres undefined)	0.2	32	0	-1	0.9	7	-0.2	0	1	6
60	O=C(CN1CCC(n2nnc3cc(F)ccc32)CC1)N1CCc2ccccc2C1	2.6	18	-5	8	-0.7	-11	i	-1	1	-7
61	Cn1c(COc2cccc3ccccc23)nnc1SCC(=O)OC1CCCCC1	1.3	15	5	7	1.8	2	-0.9	-1	7	3
62	CN(CC(=O)Nc1ccccc1Cl)C(=O)COC(=O)c1ccc(Cl)cc1[N+](=O)[O-]	0.3	-19	1	-5	-2.3	-16	-3.6	-4	-3	3
63	CCOc1ccc(NC(=O)CN2CCN(Cc3c(F)cccc3F)CC2)cc1	1.0	-32	2	3	-3.3	8	-1.6	3	3	-1
64	Cc1ccc(Cl)cc1N1CCN(c2cccc[n+]2C)CC1	-1.6	0	0	-10	0.5	-2	-3.1	2	15	-8
65	O=S(=O)(NC(=NC1CCCC1)C(F)(F)F)c1ccccc1	1.0	10	-1	2	1.1	-11	0.5	1	1	-1
66	COC1=C(C)C(=O)C2=C(C1=O)C(CO)N1C(C#N)C3CC4C(C1C2N1CCOC41)N3C (centres undefined)	/	/	/	/	/	-14	5.6	-1	8	14
